ATXN2 expr inh: ATXN2 expression inhibition; AID 1745845; Potency, µM (series often up to 57 µM), for the others: top-dose activity change, negative = inhibition, most hits filed as inhibitors; hit rate 0.72% among 360,000; HEK-293 ATXN2-luciferase reporter, luminescence, 24 h; also: % is scaled to controls: 0 for no effect and ±100 for the full control effect; nearly all actives have a fitted effect of over 55% in size
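ATXN2-luciferase reporter cells (luciferase flanked by upstream and downstream ATXN2 gene portions) were treated 24 h at 37 °C with compounds at up to 57 uM. SteadyGlo luminescence gave expression; GF-AFC fluorescence gave viability.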
TGFb SMAD3 inh: inhibitors of TGF-b signaling. HepG2 CAGA-GFP TGF-b/SMAD3 reporter, GFP fluorescence, 18 h; TGF-beta stimulated, 500 pg/mL final. Potency, µM (doses to about 46.1 µM), inactives show top-dose activity, negative = inhibition, most hits filed as inhibitors. hit rate 1.2% among 410,000; also: % is scaled to controls: 0 for no effect and ±100 for the full control effect; nearly all actives have a fitted effect of over 65% in size
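First, reporter cells (HEPG2 CAGA-GFP) rested 2 h at 37 degrees C. Next, compounds were pinned in and TGF-beta added to 500 pg/mL final. After 18 h, GFP was imaged per cell and summed per well.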
A549 tox: A549 cytotoxicity, counter-screen for Nrf2 inhibitors | A549 ARE-Fluc cells, CellTiter-Fluor viability, 18-24 h | Potency, µM (series often up to 46 µM), inactives show at the top dose activity change, negative = cytotoxicity, usual class: inhibitors | hit rate 0.16% among 390,000 | AID 504648; also: % is scaled to controls: 0 for no effect and ±100 for the full control effect
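Cytotoxicity counterscreen: CellTiter-Fluor fluorescence was measured in A549 ARE_Fluc cells after 18-24 h of compound exposure in a concentration series. The subsequent BugLite luminescent read reports ARE-luciferase activity.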
EPAC2 antagonist: blocks human EPAC2 exchange factor; Q8WZA2; EPAC2 GEF exchange of Rap1B-BODIPY-GDP, fluorescence; Potency, µM (titrated, usually from 114 µM), for the others: at the highest dose activity, negative = inhibition, usual class: inhibitors; hit rate 0.18% among 360,000; also: % is scaled to controls: 0 for no effect and ±100 for the full control effect; nearly all actives have a fitted effect of over 45% in size; many of its hits are not listed in these tables
Target sequence (Q8WZA2 whole entry, looked up): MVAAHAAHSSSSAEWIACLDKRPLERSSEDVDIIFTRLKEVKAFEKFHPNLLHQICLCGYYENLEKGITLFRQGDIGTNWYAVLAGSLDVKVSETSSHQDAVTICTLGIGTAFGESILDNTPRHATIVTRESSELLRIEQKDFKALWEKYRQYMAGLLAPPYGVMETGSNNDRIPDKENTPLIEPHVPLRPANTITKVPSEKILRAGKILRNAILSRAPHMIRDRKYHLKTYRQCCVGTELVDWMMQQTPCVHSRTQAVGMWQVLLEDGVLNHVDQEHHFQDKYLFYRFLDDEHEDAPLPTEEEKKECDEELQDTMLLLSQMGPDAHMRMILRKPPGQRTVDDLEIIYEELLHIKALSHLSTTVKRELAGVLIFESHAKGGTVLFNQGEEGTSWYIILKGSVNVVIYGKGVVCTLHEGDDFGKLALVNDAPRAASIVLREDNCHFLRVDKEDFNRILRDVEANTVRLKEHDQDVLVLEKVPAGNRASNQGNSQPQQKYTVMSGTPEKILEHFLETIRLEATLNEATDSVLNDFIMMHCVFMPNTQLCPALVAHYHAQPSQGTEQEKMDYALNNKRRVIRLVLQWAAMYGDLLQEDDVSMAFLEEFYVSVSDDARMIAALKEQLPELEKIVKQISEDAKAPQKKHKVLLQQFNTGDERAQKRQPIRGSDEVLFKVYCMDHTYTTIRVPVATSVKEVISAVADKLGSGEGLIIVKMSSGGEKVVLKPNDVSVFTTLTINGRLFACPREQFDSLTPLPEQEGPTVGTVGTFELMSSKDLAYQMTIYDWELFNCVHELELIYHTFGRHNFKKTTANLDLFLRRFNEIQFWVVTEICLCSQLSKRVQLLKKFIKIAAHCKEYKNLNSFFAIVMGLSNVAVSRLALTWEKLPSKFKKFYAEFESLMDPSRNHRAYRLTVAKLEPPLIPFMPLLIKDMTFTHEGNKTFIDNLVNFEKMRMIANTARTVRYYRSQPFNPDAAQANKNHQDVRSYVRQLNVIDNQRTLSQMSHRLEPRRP
ATXN viability: cell viability loss in ATXN counter-screen | S2 cells (HEK-293 line with an ATXN2-luciferase reporter) viability, CellTiter-Fluor protease fluorescence, 24 h | Potency, µM (doses to about 56.7 µM), most hits filed as cytotoxic | hit rate 0.49% among 400,000 | AID 651635; also: nearly all actives have a fitted effect of over 40% in size
HepG2 viability: counter-screen for TGF-b inhibitors: cytotoxicity in HepG2 cells; HepG2 CAGA-GFP viability, ATP luminescence, 18 h; Potency, µM (series often up to 46.1 µM), inactives show at the highest dose activity change, negative = cytotoxicity, usual class: cytotoxic; hit rate 0.76% among 410,000; AID 588856; also: some results filed as inactive show a strong effect at the top dose
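HepG2 CAGA-GFP cells (1000/well, DMEM with 1% FBS) received compound, then TGF-beta at 500 pg/mL final, and were incubated 18 hours at 37 degrees C. Viability was read by CellTiter-Glo luminescence. Media-only wells were set as complete cell-killing and DMSO as no toxicity.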
Nrf2 activator: Nrf2 pathway activation; AID 624171; hit rate 0.31% among 410,000; Potency, µM (highest dose often 46.1 µM), for the others: at the highest dose activation, actives largely listed as activators; AREc32 ARE-luciferase reporter (MCF7-derived line), luminescence, 24 h; also: % of control where 0% means no effect; nearly all actives have a fitted effect of over 65% in size
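ARE-driven firefly luciferase activity in AREc32 cells measured after a 24 hr compound exposure at 37 deg C, using Steady-Glo reagent and a 30 min room-temperature hold.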
MCF10A rereplic: DNA re-replication induction in MCF 10a cells | MCF 10A DNA re-replication, Hoechst nuclear intensity, 48 h | Potency, µM (top dose mostly 46.1 µM), without a hit: top-dose activity, positive = re-replication, actives largely listed as activators | hit rate 2.9% among 350,000; also: % of control where 0% means no effect; nearly all actives have a fitted effect of over 50% in size
Nrf2 block: Nrf2 pathway inhibition; A549 ARE-Fluc reporter, luciferase luminescence, 18-24 h; Potency, µM (highest dose often 46 µM), inactives show at the top dose activity change, negative = inhibition, actives largely listed as inhibitors; hit rate 2.1% among 360,000; AID 504444; also: % is scaled to controls: 0 for no effect and ±100 for the full control effect; nearly all actives have a fitted effect of over 60% in size
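A549 ARE_Fluc cells, 5000/well, 5% FBS OPTI-MEM; compounds in dose-response, 18-24 h at 37 °C/5% CO2; CellTiter-Fluor viability read (Ex 405/Em 525), then BugLite luciferase luminescence = Nrf2 activity.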
An asterisk follows results filed as active; i = inactive; ? = inconclusive; · = not tested or not shown; & = joins results of further samples; [ ] = remark or other dose. Calls follow the shape of the dose curve; as a rule, active = well fitted curve in the direction sought with a large enough effect; inconclusive = small, poorly fitted or top-dose-only effect, or another doubt; inactive = no such curve, though single readings can be large; an effect the other way counts as inactive or inconclusive. Potency is read from the fitted curve at half-maximal effect. A portion of the library; count on the stated rates, not on these rows.

SMILES | ATXN2 expr inh | TGFb SMAD3 inh | A549 tox | EPAC2 antagonist | ATXN viability | HepG2 viability | Nrf2 activator | MCF10A rereplic | Nrf2 block
O=C(Nc1nnc(-c2ccc(Cl)s2)o1)C1CCCCC1 | 1.5% | 9.7% | -5.7% | 5.9% | i | 6.9% | -0.4% | 1.0% | 3.9%
CC(=O)Nc1cnc(NC(=O)c2cccc(F)c2)cc1C | 1.0% | 15.2% | -7.1% | 21.3% | i | 1.2% | -0.2% | -3.5% | ?
CSCC(=O)NC1CCCc2c1cnn2-c1ccc(C)c(C)c1 (centres undefined) | 6.8% | -4.4% | -0.9% | 2.0% | i | -13.0% | -0.2% | -3.9% | -2.5%
O=C(COC(=O)c1cccc(F)c1)Nc1cccc(S(=O)(=O)N2CCCCC2)c1 | · | -0.9% | · | -4.9% | i | 16.5% | -0.6% | · | ·
COc1cccc(CCNC(=O)c2ccc(OC)c(OC3CCN(C(C)C)CC3)c2)c1 | 9.7% | 5.5% | -1.7% | -1.1% | i | -7.0% | -0.8% | 27.0% | -11.6%
COc1ccc(CNC(=O)C2CCN(c3nc4ccccc4[nH]3)CC2)c(OC)c1 | · | 0.0% | -1.4% | · | · | -28.8% | 2.7% | · | ·
O=c1cc(-c2ccccc2)oc2cc(O)cc(O)c12 | 59.6%&94.1%[activator] | ? | -5.2% | 0.9% | i | -80.5% | ? | ? | 9.6%
O=C(O)Cn1nnc2ccccc21 | -9.2% | 9.3% | -5.2% | 8.8% | i | 4.1% | 0.5% | -8.2% | -24.0%
COc1cc(NC(=O)C2CCN(S(=O)(=O)c3cccnc3)CC2)cc(OC)c1OC | 6.4% | 0.5% | 13.9% | 2.7% | i | -1.7% | -0.5% | -11.4% | ·
CCc1ccc(NC(=O)C(=O)NCC2CCCN2S(=O)(=O)c2ccccc2)cc1 (centres undefined) | -22.3% | 7.6% | -6.9% | 0.0% | ? | 0.1% | 3.3% | ? | ?
CCc1nnc(NC(=O)c2cc(Cl)ccn2)s1 | ? | -18.6% | -4.0% | -2.5% | i | -19.3% | 0.0% | 21.3% | ?
COc1ccc(CNC(=O)C[C@H]2C[C@H](C(=O)N(C(C)C)C(C)C)[C@@]3(C)c4[nH]c5cc(CCC(=O)N(C)C)ccc5c4CCN3C2=O)cc1OC | 3.8% | 14.8% | -4.6% | 0.4% | i | 6.3% | -0.1% | -3.7% | -19.7%
COc1ccc(NC(=O)CN(C)C(=O)C2CSC3(C)CCC(=O)N23)cc1 (centres undefined) | · | 2.5% | -0.7% | 7.9% | i | 16.4% | -0.6% | 4.5% | 6.5%
C#CCNC(=O)C[C@@H]1C[C@@]2(C(=O)OC)CCCCC=C2N(CCC2=CCCCC2)C1=O | -2.7% | · | · | -0.3% | ? | · | 3.6% | · | ·
COc1ccc(CNC(=O)CSCc2nc(-c3ccccc3C)oc2C)cc1 | · | ? | -14.9% | · | · | 3.9% | 2.6% | · | ?
COc1ccc(Cl)cc1NC(=O)c1cc(-c2cc(C)ccc2O)n[nH]1 | 3.0% | 1.8% | -8.0% | 4.2% | i | 17.8% | 4.6% | -3.8% | -0.7%
CC(C)CNC(=S)N1CCC(c2nc(-c3ccc(F)cc3)no2)CC1 | -32.0% | -32.9% | -11.8% | 1.7% | i | -15.6% | 0.6% | ? | ?
Cc1ccc(N(C(=O)c2snc(C(N)=O)c2N)C(C(=O)NCC2CCCO2)c2ccc3ncccc3c2)cc1 (centres undefined) | -4.5% | -19.8% | 1.2% | -3.4% | i | -50.4% | 2.1% | -0.7% | 12.8%
O=S(=O)(c1ccc(Cl)cc1)N1CCC(n2cccc2)CC1 | 7.3% | 12.6% | 2.8% | -2.3% | i | 13.2% | -0.2% | 7.0% | -4.5%
Cc1ccc(N(CC(O)CN2CCOCC2)S(=O)(=O)c2ccc([N+](=O)[O-])cc2)cc1 (centres undefined) | -8.5% | 13.8% | ? | -6.9% | i | 0.3% | -0.3% | -3.3% | -12.6%
COc1ccc(/C=N/N=C/c2c[nH]c(=O)c(C#N)c2Nc2ccccc2)cc1 | -9.0% | 1.8% | -5.1% | 14.6% | ? | 13.3% | 2.1% | -2.4% | 8.1%
CCOC(=O)C1(CCCc2ccccc2)CCN(C(=O)c2cncs2)CC1 | -13.8% | -6.2% | -4.1% | -3.0% | i | -15.8% | 0.7% | -0.4% | -12.4%
Cc1ccc(-c2ccc(=O)n(CCC(=O)NCc3ccccn3)n2)cc1 | 5.1% | -1.4% | 0.8% | 3.9% | i | -0.1% | -0.9% | -3.6% | 8.3%
NC(c1csc(Nc2ccc(C(=O)c3ccccc3)cc2)n1)c1ccccc1Cl (centres undefined) | ? | ? | · | 0.1% | i | -23.8% | -0.8% | · | ·

A second format for two compounds above.
SMILES: COc1ccc(/C=N/N=C/c2c[nH]c(=O)c(C#N)c2Nc2ccccc2)cc1
  ATXN2 expr inh: -9.0%	TGFb SMAD3 inh: 1.8%	A549 tox: -5.1%	EPAC2 antagonist: 14.6%	ATXN viability: ?	HepG2 viability: 13.3%	Nrf2 activator: 2.1%	MCF10A rereplic: -2.4%	Nrf2 block: 8.1%
SMILES: CC(C)CNC(=S)N1CCC(c2nc(-c3ccc(F)cc3)no2)CC1
  ATXN2 expr inh: -32.0%	TGFb SMAD3 inh: -32.9%	A549 tox: -11.8%	EPAC2 antagonist: 1.7%	ATXN viability: i	HepG2 viability: -15.6%	Nrf2 activator: 0.6%	MCF10A rereplic: ?	Nrf2 block: ?

(more compounds)
SMILES | ATXN2 expr inh | TGFb SMAD3 inh | A549 tox | EPAC2 antagonist | ATXN viability | HepG2 viability | Nrf2 activator | MCF10A rereplic | Nrf2 block
Cc1ccc([C@H]2N[C@]3(CCCN(Cc4ccc(C(F)(F)F)cc4)C3=O)[C@H]3C(=O)N(Cc4ccccc4)C(=O)[C@@H]23)cc1 | -7.7% | -6.9% | · | 23.1% | i | 1.7% | 0.0% | · | ·
CN(c1ccccc1)S(=O)(=O)c1ccc(Cl)c(C(=O)OCC(N)=O)c1 | -3.2% | -5.4% | 4.0% | 7.5% | i | 5.6% | 0.1% | 1.8% | 10.8%
CC(C)(C)CC(C)(C)NCC(=O)Nc1c2c(nc3ccccc13)CCC2 | · | ? | 0.0% | 12.7% | i | -81.3% | -3.8% | -4.2% | 17.5%
CC1OC(CCc2cccc(Cl)c2)Cc2[nH][nH]c(=O)c21 (centres undefined) | 18.9% | · | · | 4.2% | i | · | 0.6% | · | ·
CCOC(=O)c1c(S(=O)(=O)NCCc2ccccc2)c(C)n(C)c1C | · | 41.3%[activator] | -6.5% | -12.4% | i | 27.1% | -1.1% | -5.3% | -7.6%
O=C(CNC(=O)c1ccc(Cl)cc1Cl)OC1CCCCC1=O (centres undefined) | -0.3% | 6.3% | 0.6% | 1.0% | ? | -3.0% | -0.8% | 1.3% | 14.1%
O=C(CCCc1ccccc1)Nc1cccc2c1CCCC2 | -13.8% | -3.1% | -0.7% | -0.8% | i | 2.3% | -0.3% | -2.2% | ·
Fc1ccc(CNc2cc(-c3ccccc3)nc3nncn23)cc1 | -38.0% | -13.1% | -2.5% | · | i | -19.5% | 4.3% | · | -17.4%
CC(=O)Nc1cccc(NC(=O)CSc2ncc(C(=O)Nc3ccccc3)c(=O)n2C)c1 | ? | ? | -3.1% | ? | · | -16.0% | 9.0% | ? | 15.1%
Cc1ccc2nc(CSc3nc(C)ccc3C#N)[nH]c2c1 | 2.24µM* | -1.2% | 16.0% | 0.2% | · | -49.7% | 0.4% | ? | ·
Cc1ccc2c(c1)C(=O)OC(C(=O)Nc1ccccc1C(=O)O)C2 (centres undefined) | 8.8% | -0.2% | 3.2% | · | i | -3.7% | 0.0% | · | ·
CCN(CC)c1ccc(NC(=O)c2c(OC)cccc2OC)c(C)c1 | -2.2% | 1.7% | -1.7% | 13.5% | i | -0.3% | 0.0% | -0.1% | 0.8%
CC1(C)Cc2cccc(C(=O)NCc3ccco3)c2O1 | -16.8% | -8.9% | 3.2% | -4.0% | i | -24.1% | 3.7% | ? | 6.1%
CCn1cc(S(=O)(=O)c2ccc(C)cc2)c(=O)c2cc(OC)ccc21 | -9.1% | 18.9% | 14.3% | 1.7% | i | -2.3% | -1.1% | 1.5% | -4.7%
COc1cccc(C2CC(c3c(F)cccc3Cl)n3nc(N)nc3N2)c1 (centres undefined) | 5.5% | -1.5% | -0.2% | -2.0% | i | 6.8% | 0.6% | 9.3% | ·
Nc1ccc(S(=O)(=O)NCC2CCCCO2)cc1 (centres undefined) | 5.1% | -7.3% | 2.7% | 15.2% | i | -10.4% | -0.5% | 2.2% | -6.8%
CC(Oc1ccc(Cl)cc1)c1ccn[nH]1 (centres undefined) | -9.5% | -2.6% | 3.0% | ? | i | -14.5% | 2.7% | 11.9% | ?
COc1ccc2c(c1)OC[C@H]1[C@@H]2N2C(=O)CNC(=O)[C@@]2(C)[C@H]1c1ccccc1 | -5.4% | -0.2% | 4.0% | 0.9% | i | 3.1% | -0.7% | 5.6% | -18.8%
COc1ccc(Br)cc1C1C(C(=O)Nc2ccc(C)cc2C)=C(C)Nc2ncnn21 (centres undefined) | -6.1% | -4.2% | 1.4% | · | i | -2.7% | 0.3% | · | -3.5%
O=Cc1ccc(C(=O)OCC(=O)N2CCCC2)cc1 | -11.3% | -3.8% | 2.2% | 1.6% | i | -2.0% | 0.3% | -1.5% | 16.4%
COc1ccc(C(=O)Nn2c(SCC(=O)c3ccc(Cl)cc3)nc3ccccc3c2=O)cc1 | ? | -10.0% | ? | 5.3% | i | -16.9% | -1.0% | 17.9% | ?
Cc1cc([N+](=O)[O-])ccc1NC(=O)CSc1nccc(=O)[nH]1 | -1.1% | 16.3% | 0.3% | -11.2% | ? | 7.1% | -0.3% | -12.7% | 0.6%
Cc1cc(SCc2cccc(Cl)c2)nc(=O)[nH]1 | · | 1.4% | -8.0% | -6.5% | ? | 5.3% | 1.2% | -0.1% | 0.6%
O=C(c1ccccc1NS(=O)(=O)c1ccc2c(c1)OCCO2)N1CCOCC1 | 0.9% | -3.2% | -2.9% | 0.0% | i | -1.4% | -0.3% | 6.51µM* | -0.4%
Cc1cc2c(cc1C)NC(CC(=O)Nc1ccccc1)C(=O)N2 (centres undefined) | -5.1% | -0.9% | -2.6% | · | · | -93.9% | 0.8% | · | 7.8%

Source: PubChem (National Center for Advancing Translational Sciences (NCATS))
